Screens as filed in PubChem BioAssay.
Myeloid diff MLP = compounds promoting myeloid differentiation; ER-HoxA9 myeloid progenitors, lysozyme-GFP differentiation, flow cytometry; calls only at 10 µM; actives 1% (n = 360,000);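 active = normalized GFP-positive differentiation at or above the plate's own cutoff, the solvent-only control mean plus 3 SD; inconclusive = no clear call, values can overlap the other calls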;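 also: cells exposed to compound for four days before flow analysis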
T cell HTS = modulates CD8 T cell binding to vesicles; calls only at 7 µM; actives 0.068% (n = 330,000); AID 2052; 2C CD8+ T cell-vesicle binding, flow cytometry; hits give low values;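 active = response, share of CD8 T cells binding vesicles, and their 90th percentile fluorescence all below set limits, cut at about 80% in these data, passing the limit was not always enough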
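Assay system – 2C mouse CD8+ T cells · Also added – QL9-loaded Drosophila micro-vesicles · Timing – Cell–vesicle co-incubation 1.5 h at 37 °C, staining 20 min on ice · Signal – flow cytometry of vesicle-bound cells · Measure – percent CD8+ FL2 mean versus row control · Controls – Peptide-free naked vesicles (low) and QL9 vesicles with 0.7% DMSO vehicle (high)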
NTR1 ag = agonists of NTR1, primary screen, imaging, U2OS cells, beta-arrestin-GFP, high content (AID 493036). P30989. NTR1-U2OS beta-arrestin-GFP spot imaging, agonist mode. activation, % at 20 µM. actives 0.17% (n = 330,000);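 active = activation at or above 40% of the spot to cytoplasm intensity ratio, with at least 20 cells analyzed; inconclusive = wells under 20 cells, flagged as cytotoxic or low count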;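 also: 0% = DMSO without peptide and 100% = 100 nM NTR1 peptide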
Target sequence (P30989 whole entry, looked up): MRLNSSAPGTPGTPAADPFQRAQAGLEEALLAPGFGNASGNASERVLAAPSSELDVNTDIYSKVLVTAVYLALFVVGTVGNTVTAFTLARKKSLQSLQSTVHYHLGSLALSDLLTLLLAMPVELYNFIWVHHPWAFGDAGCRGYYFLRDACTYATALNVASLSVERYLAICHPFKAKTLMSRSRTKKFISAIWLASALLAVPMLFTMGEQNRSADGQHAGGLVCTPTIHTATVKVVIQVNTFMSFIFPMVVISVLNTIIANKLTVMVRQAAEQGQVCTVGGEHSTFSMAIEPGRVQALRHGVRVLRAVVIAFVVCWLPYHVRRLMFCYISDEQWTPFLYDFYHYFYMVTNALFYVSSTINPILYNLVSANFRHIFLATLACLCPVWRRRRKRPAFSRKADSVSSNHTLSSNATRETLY
T cell HTS vesicle-bound % = recorded beside T cell HTS, whose call it bears; double positive events, %; measured here: CD8+ vesicle-bound cell fraction;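 binding gate set so that unloaded-vesicle control wells show 10% double positive cells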
NTR1 ag cell count 20 µM = also measured in NTR1 ag; calls as there; cell count; measured here: cell count, cytotoxicity flag
Myeloid diff MLP GFP+ MAC1+ % = further read-out of Myeloid diff MLP, marked with its call; GFP+ MAC1+ double positive, %; measured here: differentiation confirmed by MAC1 staining
* hit, by the source's call; i = inactive; ? = inconclusive; / = no result given. This is a subset; count on the stated rates, not on these rows.

A first look (three entries):
SMILES | Myeloid diff MLP | Myeloid diff MLP GFP+ MAC1+ % | T cell HTS | T cell HTS vesicle-bound % | NTR1 ag | NTR1 ag cell count 20 µM
CCc1cc(C(=O)Nc2cc(S(=O)(=O)N(CC)CC)ccc2N2CCOCC2)sc1C | i | 1.7 | i | 26 | 1.3 | 64
CCOC(=O)C1CCN(C(=O)c2cccc(S(=O)(=O)N(C)C3CCCCC3)c2)CC1 | i | 0.6 | i | 2 | 1.5 | 54
COCOc1ccc(C=O)c(OCOC)c1 | i | 1.2 | i | 44 | 3.1 | 78

Results, previewed entries included:
SMILES | Myeloid diff MLP | Myeloid diff MLP GFP+ MAC1+ % | T cell HTS | T cell HTS vesicle-bound % | NTR1 ag | NTR1 ag cell count 20 µM
CCc1cc(C(=O)Nc2cc(S(=O)(=O)N(CC)CC)ccc2N2CCOCC2)sc1C | i | 1.7 | i | 26 | 1.3 | 64
CCOC(=O)C1CCN(C(=O)c2cccc(S(=O)(=O)N(C)C3CCCCC3)c2)CC1 | i | 0.6 | i | 2 | 1.5 | 54
COCOc1ccc(C=O)c(OCOC)c1 | i | 1.2 | i | 44 | 3.1 | 78
CC(C)CNS(=O)(=O)c1ccc(S(=O)(=O)NC2CCOC(C)(C)C2)cc1 (stereo not drawn) | i | 5.7 | i | 26 | 1.1 | 68
CCNC(=S)N1CCN(S(=O)(=O)c2ccc(Cl)s2)CC1 | i | 0.5 | i | 50 | 0.4 | 64
Cc1ncc(S(=O)(=O)c2ccc(Cl)cc2)c(N)n1 | i | 0.3 | i | 28 | 0.2 | 51
C[C@H](CO)N1C[C@H](C)[C@@H](CN(C)C)Oc2c(NC(=O)CCCCCC(=O)Nc3ccccc3N)cccc2C1=O | i | 0.9 | i | 21 | 15 | 46
CSc1ncccc1C(=O)Nc1ccc2c(c1)OCCO2 | i | 1.3 | i | 41 | 0.2 | 60
CCOc1ccc(S(=O)(=O)NCCC(=O)NCc2ccccn2)cc1 | i | 0.5 | i | 22 | -0.6 | 68
O=Cc1cccc2ccc3cccc(C(=O)O)c3c12 | i | 1.7 | i | 57 | -0.9 | 48
Cc1cccc(OCC(=O)OCC(=O)Nc2ccc(Cl)cn2)c1 | i | 0.9 | i | 55 | 1.0 | 64
Cc1ccc(CC(=O)N(C)CC(=O)N(CC(C)C)c2c(N)n(CC(C)C)c(=O)[nH]c2=O)cc1C | i | 0.9 | i | 19 | 0.3 | 57
CCN1C(=O)N[C@@H](c2ccccc2)[C@H](C(C)=O)[C@H]1C | i | 1.4 | i | 22 | -4.4 | 105
COc1ccc(OC)c(-c2cc(C(=O)N/N=C/c3cc(OC)c(OC)cc3OC)c3ccccc3n2)c1 | i | 0.2 | i | 54 | 0.3 | 48
O=C(Nc1ccccn1)c1cccc(S(=O)(=O)N2CCc3ccccc3C2)c1 | i | 0.7 | i | 6 | 1.3 | 63
COc1ccccc1NC(=O)C(C)OC(=O)/C(=C/c1ccccc1)NC(C)=O (stereo not drawn) | i | 0.8 | i | 11 | -1.0 | 78
N#Cc1c(NC(=O)COC(=O)c2nccnc2N)sc2c1CCCC2 | i | 0.5 | i | 17 | 1.5 | 66
COc1ccc(C2=CC(=O)C[C@H](c3ccc4c(c3)OCO4)C2)cc1 | i | 1.3 | i | 29 | -0.3 | 46
COc1ccc(NC(=O)CSCC(=O)Nc2nnc(C)s2)cc1 | i | 0.8 | i | 17 | 2.1 | 72
Cc1ccc2c(c1)[C@H]1[C@H](CO2)[C@H](c2ccccc2)[C@]2(C)C(=O)Nc3cc(F)ccc3C(=O)N12 | i | 1.5 | i | 7 | -0.1 | 58
O=C(NCC(c1ccco1)N1CCN(c2ccccc2F)CC1)C(=O)NC1CCCCC1 (stereo not drawn) | i | 1.0 | i | 28 | 1.0 | 51
C=CCC[C@@H](Cc1ccc(F)cc1)C(=O)OC[C@@H](Cc1c[nH]c2ccccc12)NC(=O)[C@@H](CC=C)CC(=O)NCCO | i | 2.3 | i | 19 | 11 | 66
CCOc1ccc(Nc2cc(C)nc3ccc(C)cc23)cc1 | i | 0.3 | i | 53 | 10 | 67
COCCN(C(=O)CSc1nc2ccccc2o1)c1c(N)n(Cc2ccccc2)c(=O)[nH]c1=O | i | 0.1 | i | 38 | -2.0 | 95
Cc1ccc(NC(=S)NNc2ccc(C(=O)O)cc2[N+](=O)[O-])cc1C | i | 0.3 | i | 14 | -0.3 | 63
O=C1NC[C@@H](c2ccccc2)OC(=O)[C@@H](Cc2ccc(F)cc2)C/C=C\C[C@@H]1CC(=O)N(CCO)Cc1ccccc1 | i | 1.9 | i | 20 | 4.4 | 56
CCC1(CC)NC(=O)N(CC(=O)OC(C)C(=O)Nc2ccc(NC(C)=O)cc2)C1=O (stereo not drawn) | i | 0.6 | i | 42 | -0.2 | 47
O=C(NCC(F)(F)F)c1ccc(S(=O)(=O)N2CCN(C(=O)C3CCCO3)CC2)cc1 (stereo not drawn) | i | 0.4 | i | 32 | 1.2 | 55
COc1ccc(-c2cccc(NC(=O)c3ccco3)c2)nn1 | i | 0.2 | i | 44 | 1.2 | 63
CC(=O)c1ccc(NC(=O)COC(=O)Cc2ccsc2)cc1 | i | 0.4 | i | 49 | 2.6 | 57
N#Cc1ccccc1S(=O)(=O)N1CCN(C(=O)[C@H](Cc2ccccc2)NC(=O)c2ccco2)CC1 | i | 0.7 | i | 36 | -0.6 | 69
OCCCn1c(C2CCCN2c2nc(-c3ccc(Cl)cc3)cs2)nc2cc(Cl)c(N3CCCCC3)cc21 (stereo not drawn) | i | 0.2 | i | 33 | -4.1 | 102
COC(=O)c1c(-c2ccc(S(C)(=O)=O)cc2)sc2ccc(OC)cc12 | i | 1.3 | i | 54 | 3.4 | 67
COCCn1c(CN2CCN(c3ccccc3)CC2)nc2c1c(=O)n(C)c(=O)n2C | i | 0.7 | i | 13 | -0.6 | 91
CC1CCC/C(=C\c2ccc(O)cc2)C1=O (stereo not drawn) | i | 0.3 | i | 19 | 0.0 | 54
CCOc1ccc(NC(=O)CN(C)C(=O)CC(NC(=O)c2ccccc2)c2ccccc2)cc1OCC (stereo not drawn) | i | 1.0 | i | 61 | 0.3 | 60
COC(=O)C1CCN(C(=O)COC(=O)c2ccc3[nH]c4c(c3c2)CCCC4)CC1 | i | 1.0 | i | 39 | 7.3 | 62
C[C@@]12C(=O)N(c3ccc(Br)cc3)C(=O)N1[C@@H]1c3ccccc3OC[C@@H]1[C@H]2c1ccccc1 | i | 1.2 | i | 21 | -0.4 | 68
CCN(CC(=O)Nc1cc(Cl)ccc1C)C(=O)c1ccc2c(=O)n3c(nc2c1)CCC3 | i | 0.5 | i | 26 | 1.2 | 55
Cc1c(NS(=O)(=O)c2cc(C(=O)N(C)Cc3ccccc3)ccc2Cl)c(=O)n(-c2ccccc2)n1C | i | 0.8 | i | 33 | -1.0 | 50
CCCCCCCCC1CC(C(=O)Nc2ccccc2)C(=O)O1 (stereo not drawn) | i | 0.3 | i | 38 | 3.0 | 50
Cc1nc(Cc2nnc(SCC(=O)N3CCN(c4ccc(F)cc4)CC3)o2)cs1 | i | 0.8 | i | 43 | -1.8 | 82
Cc1cc2c(c(C)c1CCO)C(=O)[C@H](C)C2 | i | 1.8 | i | 5 | 3.9 | 84
COc1ccccc1NC(=O)Nc1nc(CC(=O)N2CCN(c3ccc(F)cc3)CC2)cs1 | i | 0.6 | i | 12 | 3.9 | 64
O=C(CN1C(=O)NC2(CCCCCC2)C1=O)NCc1ccc(F)cc1 | i | 2.2 | i | 24 | 1.3 | 53
COC(=O)[C@]1(C)N[C@H](c2ccc(-c3cccc(Cl)c3)c(OC)c2)[C@@H]2C(=O)N(C)C(=O)[C@@H]21 | i | 3.8 | i | 26 | 0.1 | 64
Cc1cccc(-c2cc(C(=O)N/N=C/c3cccnc3)c3ccccc3n2)c1 | i | 0.4 | i | 33 | -0.2 | 32
CCOC(=O)N1CCC(NCCNC(=O)c2cccc(F)c2)CC1 | i | 1.8 | i | 13 | -0.7 | 73
Cc1ccc(NC(=O)CNC(=O)c2cccc(C)c2)nc1 | i | 0.7 | i | 28 | -1.1 | 64
Cc1c(NC(=O)c2cc(Br)ccc2Cl)cccc1-n1cnnn1 | i | 0.3 | i | 51 | -1.4 | 52
COc1ccc(N2CCN(C(=O)COC(=O)c3cnccn3)CC2)cc1 | i | 0.6 | i | 48 | 0.0 | 76
CCOC(=O)c1ccc(/[N+]([O-])=C/c2ccccc2)cc1 | i | 0.9 | i | 40 | 1.4 | 50
OCC[C@H]1C[C@@H](O)[C@H](O)[C@]2(OCCCc3ccccc32)O1 | i | 2.6 | i | 8 | 3.6 | 62
O=C(COC(=O)c1ccccc1O)NCCc1c[nH]c2ccccc12 | i | 0.4 | i | 35 | -0.7 | 48
CC12CCC(=O)N1C(C(=O)NNC(=O)c1ccc(F)cc1)CS2 (stereo not drawn) | i | 1.2 | i | 50 | -0.5 | 67
CC1c2cccn2CCN1S(=O)(=O)c1ccc(F)cc1 (stereo not drawn) | i | 0.7 | i | 50 | 0.2 | 74
CCCc1nc2ccccc2c(C(=O)OCC(=O)NC2CC2)c1CC | i | 0.5 | i | 56 | 4.4 | 49
CCc1ccc(C(=O)OCC(=O)N2CCCCCC2)cc1 | i | 0.1 | i | 25 | -1.1 | 57
COc1cc(S(=O)(=O)N2CCOCC2)ccc1NC(=O)COC(=O)c1cc(OC)c(OC)c(OC)c1 | i | 1.4 | i | 22 | 1.7 | 41
Cc1ccc(CNC(=O)[C@H](Cc2ccccc2)NC(=O)c2ccco2)cc1 | i | 0.6 | i | 34 | 1.4 | 54

Among those listed so far, these have bromine.
SMILES | Myeloid diff MLP | Myeloid diff MLP GFP+ MAC1+ % | T cell HTS | T cell HTS vesicle-bound % | NTR1 ag | NTR1 ag cell count 20 µM
C[C@@]12C(=O)N(c3ccc(Br)cc3)C(=O)N1[C@@H]1c3ccccc3OC[C@@H]1[C@H]2c1ccccc1 | i | 1.2 | i | 21 | -0.4 | 68
Cc1c(NC(=O)c2cc(Br)ccc2Cl)cccc1-n1cnnn1 | i | 0.3 | i | 51 | -1.4 | 52

As entered above.
Cc1ccc(NC(=O)CNC(=O)c2cccc(C)c2)nc1 @ NTR1 ag = -1.1
O=C(COC(=O)c1ccccc1O)NCCc1c[nH]c2ccccc12 @ NTR1 ag = -0.7

Further compounds follow:
SMILES | Myeloid diff MLP | Myeloid diff MLP GFP+ MAC1+ % | T cell HTS | T cell HTS vesicle-bound % | NTR1 ag | NTR1 ag cell count 20 µM
CCCN(CC(=O)Nc1ccc(F)c(F)c1F)C(=O)Cc1ccc(S(=O)(=O)N2CCOCC2)s1 | i | 0.5 | i | 44 | -1.4 | 58
Cc1noc(C)c1NC(=O)N(C)C[C@@H]1Oc2c(NC(=O)c3ccncc3)cccc2C(=O)N([C@H](C)CO)C[C@@H]1C | i | 1.8 | i | 46 | 3.9 | 49
O=C(O)c1cccc(S(=O)(=O)Nc2cccc(S(=O)(=O)N3CCCC3)c2)c1 | i | 0.2 | i | 39 | 1.5 | 62
CN(C)C(=O)CSc1ccc(S(=O)(=O)N2CCOCC2)cn1 | i | 0.6 | i | 15 | -0.3 | 47
CCOc1ccc(S(=O)(=O)N2CCOCC2)cc1NC(=O)C1CSC2(C)CCC(=O)N12 (stereo not drawn) | i | 0.6 | i | 16 | 0.0 | 75
C[C@@H]1CN([C@H](C)CO)C(=O)Cc2cc(NS(=O)(=O)c3ccc(F)cc3)ccc2O[C@H]1CN(C)Cc1ccc(C(=O)O)cc1 | i | 0.0 | i | 22 | 0.7 | 46
CC(Sc1nnnn1C)C(=O)Nc1nc(-c2ccc(F)c(F)c2)cs1 (stereo not drawn) | i | 0.3 | i | 35 | 0.7 | 53
O=S(=O)(NCCOc1ccccc1Cl)c1ccc2oc3ccccc3c2c1 | i | 1.4 | i | 39 | 18 | 52
OCC[C@H]1C[C@H](O)[C@@H](O)[C@]2(Cc3ccccc3O2)O1 | i | 0.9 | i | 9 | -1.0 | 52
C=CC[C@@H](CC(=O)N(CCO)Cc1ccccc1)C(=O)N[C@H](COC(=O)[C@@H](CC=C)Cc1ccc(F)cc1)C(C)(C)C | i | 1.6 | i | 14 | 6.3 | 47
CN(CC(=O)Nc1ccccc1Cl)C(=O)CSc1nnc(-c2ccco2)n1C | i | 0.8 | i | 47 | 3.1 | 49
CN(C)c1ccc(-c2cc(O)c3ncccc3c2)cc1 | ? | / | i | 38 | 0.3 | 63
NS(=O)(=O)c1cccc(Nc2nc3ccccc3nc2NS(=O)(=O)c2ccc(Cl)cc2)c1 | i | 0.9 | i | 46 | 20 | 61
O=C(OC1CCCCC1=O)c1ccc(F)c(S(=O)(=O)N2CCOCC2)c1 (stereo not drawn) | i | 0.5 | i | 16 | 0.4 | 73
